CAL PDZ FP-1 – untagged CAL PDZ binding inhibitors, primary screen, biochemical, fluorescence polarization, HTS; purified CAL PDZ, TMR-peptide fluorescence polarization, 1 h; inhibition, % at 24.9 µM; actives 0.92% (n = 300,000); AID 602252, 2012;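 active means mean inhibition of at least 30% with at least half of replicates also reaching 30%; inconclusive means no clear call, values can overlap the other calls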;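 further: 0% = DMSO neutral control and 100% = excess unlabeled competitor peptide PRC23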
Rtt109 HAT inh – inhibitors of C. albicans Rtt109/Vps75 HAT, primary screen, biochemical, ThioGlo CoA-SH fluorescence, plate reader; Histone acetyltransferase RTT109 (Candida albicans (strain SC5314 / ATCC MYA-2876)), …; purified Rtt109/Vps75, 4 h; inhibition, % at 34.9 µM; actives 0.16% (n = 330,000);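 active means inhibition of at least 50% in every replicate; inconclusive means best replicate reaches 50% inhibition but some replicates fall short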
Target sequence (Q5AAJ8 whole entry, looked up): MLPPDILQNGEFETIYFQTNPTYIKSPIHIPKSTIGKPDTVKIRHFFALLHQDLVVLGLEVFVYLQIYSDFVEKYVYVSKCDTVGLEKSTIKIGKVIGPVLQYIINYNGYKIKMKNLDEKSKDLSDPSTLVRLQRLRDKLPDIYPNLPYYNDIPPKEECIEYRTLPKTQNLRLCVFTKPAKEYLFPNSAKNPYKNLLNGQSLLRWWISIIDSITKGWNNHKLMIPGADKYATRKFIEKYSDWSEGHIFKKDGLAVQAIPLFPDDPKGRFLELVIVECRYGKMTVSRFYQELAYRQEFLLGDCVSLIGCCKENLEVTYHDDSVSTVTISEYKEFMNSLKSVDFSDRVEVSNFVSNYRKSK
RTF Ca sens act – cardiac RTF calcium sensitivity activators, primary screen, biochemical, IANBD-TnC fluorescence, EC20 calcium | Troponin I, cardiac muscle (Homo sapiens) + Troponin T, cardiac muscle (Homo sapiens) + … | IANBD-labeled TnC RTF fluorescence at EC20 calcium; 0% EC20 calcium, 100% full calcium | activation, % at 7.2 µM | actives 0.24% (n = 340,000) | AID 493008, 2010;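 active means activation above the mean over all tested compounds plus 3 SD, cut at about 30% in these data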;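 further: rise in fluorescence read as greater calcium sensitivity of cardiac thin filaments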
SR-BI DiI-HDL act – activators of SR-BI mediated DiI-HDL uptake, primary screen, ldlA[mSR-BI] CHO cells, DiI fluorescence; 3 h; 100 = double the neutral-control signal; activation, % at 12.5 µM; actives 0.096% (n = 320,000);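 active means mean replicate activation of at least 60% and every replicate at or above 60%; inconclusive means mean or all-replicate condition met, but not both; inactive means mean below 60% and not all replicates reaching 60%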;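 further: 0% = median plate neutral-control signal and 100% = twice that signal; values of inactives mirror those of a sister screen read the other way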
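Test system: SR-BI-overexpressing, LDLR-lacking CHO cells; Also added: labelled HDL, 10 µg/mL; Measured by: bottom-read cell fluorescence after medium removal, ex 550/em 595 nm; Timing: 3 h uptake period with compound, 37 °C; Buffer or medium: F12, 0.5% BSA, 25 mM HEPES; Doses: single compound concentration, delivered by pin transfer.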
Keap1 Nrf2 FP – Keap1-Nrf2 protein-protein interaction inhibitors, primary screen, biochemical, fluorescence polarization, single point; Kelch-like ECH-associated protein 1 (Homo sapiens), Q14145; Keap1 Kelch-Nrf2 peptide fluorescence polarization, 1536-well; inhibition, % at 9.4 µM; actives 0.15% (n = 340,000); in the data active means inhibition above about 12%; inconclusive means no clear call, values can overlap the other calls; inactive means below about 7.3%;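 further: human Keap1 Kelch domain with fluorescein labeled Nrf2 9mer peptide probe; 0% = neutral control wells and 100% = peptide positive control; higher means more block of Keap1 binding to Nrf2 peptide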
Cardiac RTF inh – cardiac RTF calcium sensitivity inhibitors, primary screen, biochemical, IANBD-TnC fluorescence, EC70 calcium; IANBD-labeled cardiac RTF, Ca2+ fluorescence; Troponin I, cardiac muscle (Homo sapiens) + Troponin T, cardiac muscle (Homo sapiens) + …; inhibition, % at 7.15 µM; AID 493244, 2011; actives 0.12% (n = 340,000);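 active means inhibition above the mean inhibition of all tested compounds plus 3 SD, cut at about 17% in these data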;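 further: assay run at fixed EC70 calcium of 1.6 mM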
DAGLB inhibitor – DAGLB lipase inhibitors, primary screen, biochemical, fluorescence, HTS; inhibition, % at 5.17 µM; actives 0.059% (n = 340,000); Diacylglycerol lipase-beta (Homo sapiens), Q8NCG7; AID 504411, 2011; HEK293T DAGLB membrane lysate, EnzChek fluorogenic substrate; in the data active means inhibition above about 34%;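 further: 0% = enzyme with vehicle and 100% = wells lacking enzyme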
C-LANA FP – inhibitors of KSHV C-LANA binding to DNA, primary screen, biochemical, fluorescence polarization, FAM-LBS DNA, MBP-C-LANA, single point; inhibition, % at 9 µM; actives 0.078% (n = 340,000); AID 504423, 2011;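 active means highest replicate inhibition at or above 60% at 9 µM, even if other replicates fall short; inactive means all replicates below 60% inhibition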;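 further: 0% = neutral control wells and 100% = 4 µM acridine orange control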
CAL PDZ FP-2 – CAL PDZ peptide-binding inhibitors, primary screen, biochemical, fluorescence polarization, Cer-tagged CAL PDZ, HTS; Golgi-associated PDZ and coiled-coil motif-containing protein (Homo sapiens), Q9HD26; purified CAL PDZ, TMR-peptide fluorescence polarization, 1 h; inhibition, % at 20 µM; actives 0.02% (n = 330,000); AID 504414, 2011;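 active means highest replicate inhibition of at least 40%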;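 further: plate controls were DMSO neutral control wells for no effect and unlabeled competitor peptide control wells for full effect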
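Assay system – tagged CAL PDZ protein CerCALP, purified · Timing – 1 h at RT · Compound – single point, 20 µM · Measured by – fluorescence polarization from S- and P-plane intensities, G-factor corrected · Evaluation – inhibition from polarization loss · Probe or stimulus – TMR reporter peptide T*-PRC34 · Buffer or medium – pH 7.4 phosphate-saline buffer, reducing agent, detergent, IgG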
PKA-R2B act – activators of PKA-R2B holoenzyme, primary screen, biochemical, fluorescence polarization, Cy5-IP20, human; cAMP-dependent protein kinase catalytic subunit beta (Homo sapiens) + cAMP-dependent …; PKA-R2B holoenzyme dissociation; R2B truncated from residue 108, S112A mutant; 0% DMSO only, 100% 113 µM cGMP; activation, % at 11.4 µM; actives 0.079% (n = 340,000); AID 504700, 2011;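 active means activation above a cutoff set at the mean over all compounds plus 3 SD, cut at about 18% in these data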;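 further: higher means more holoenzyme dissociation and a rise in polarization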
Target sequence (P31323 whole entry, looked up, other chains not shown, the tested form may be a part): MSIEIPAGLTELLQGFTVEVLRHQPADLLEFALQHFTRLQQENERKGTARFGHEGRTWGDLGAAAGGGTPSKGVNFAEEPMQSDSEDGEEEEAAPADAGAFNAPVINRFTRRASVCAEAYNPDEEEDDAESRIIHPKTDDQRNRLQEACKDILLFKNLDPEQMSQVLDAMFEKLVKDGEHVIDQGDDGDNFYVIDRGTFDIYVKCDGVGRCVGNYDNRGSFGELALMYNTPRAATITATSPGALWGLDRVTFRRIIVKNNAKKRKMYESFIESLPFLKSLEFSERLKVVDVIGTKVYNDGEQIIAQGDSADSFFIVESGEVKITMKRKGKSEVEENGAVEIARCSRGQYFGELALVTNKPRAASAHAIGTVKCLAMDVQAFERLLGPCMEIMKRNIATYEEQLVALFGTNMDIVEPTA
An asterisk follows results filed as active.

Results for CC(C)CN1CCN(CCCc2ccccc2)C(CCO)C1 (stereo not drawn) ?
CAL PDZ FP-1: 0; Rtt109 HAT inh: 1; RTF Ca sens act: -3; SR-BI DiI-HDL act: 18; Keap1 Nrf2 FP: -2; Cardiac RTF inh: -2; DAGLB inhibitor: -1; C-LANA FP: -0.3; CAL PDZ FP-2: 0.1; PKA-R2B act: -2

What do the screens show for `Cc1cccc(OCc2nnc(SCC(=O)OC3CCCCC3)o2)c1`?
CAL PDZ FP-1: 1; Rtt109 HAT inh: 2; RTF Ca sens act: -3; SR-BI DiI-HDL act: 29; Keap1 Nrf2 FP: -3; Cardiac RTF inh: -2; DAGLB inhibitor: -13; C-LANA FP: -1.2; CAL PDZ FP-2: -1.1; PKA-R2B act: -2

Results for CCC(=O)OCCn1c(=O)c2ccccc2c2ccccc2c1=O ?
CAL PDZ FP-1: -3; Rtt109 HAT inh: -9; RTF Ca sens act: 3; SR-BI DiI-HDL act: 42; Keap1 Nrf2 FP: -5; Cardiac RTF inh: -2; DAGLB inhibitor: -5; C-LANA FP: 1.0; CAL PDZ FP-2: -6.8; PKA-R2B act: 5

What do the screens show for `Cc1cc(C)cc(OC(=O)C23CCC(C)(C(=O)O2)C3(C)C)c1` (stereo not drawn)?
CAL PDZ FP-1: 0; Rtt109 HAT inh: 27; RTF Ca sens act: -2; Keap1 Nrf2 FP: -7; Cardiac RTF inh: 4; DAGLB inhibitor: -4; C-LANA FP: 1.9; CAL PDZ FP-2: -2.9; PKA-R2B act: 1

What do the screens show for `O=[N+]([O-])c1ncn(Cc2c(Cl)cccc2Cl)n1`?
CAL PDZ FP-1: -6; Rtt109 HAT inh: -4; RTF Ca sens act: -4; SR-BI DiI-HDL act: 16; Keap1 Nrf2 FP: -2; Cardiac RTF inh: -17; DAGLB inhibitor: 1; C-LANA FP: -0.8; CAL PDZ FP-2: -4.0; PKA-R2B act: 11

How did O=C(COc1ccc2ccccc2c1)NCCNC(=O)COc1ccc2ccccc2c1 do in these assays?
CAL PDZ FP-1: -1; Rtt109 HAT inh: -1; RTF Ca sens act: -2; SR-BI DiI-HDL act: -15; Keap1 Nrf2 FP: -3; Cardiac RTF inh: -3; DAGLB inhibitor: 1; C-LANA FP: -0.3; CAL PDZ FP-2: 0.3; PKA-R2B act: 4

How did CC1([N+](=O)[O-])COC2(OC1)C(=O)Nc1ccccc12 (stereo not drawn) do in these assays?
CAL PDZ FP-1: -1; Rtt109 HAT inh: -4; RTF Ca sens act: -2; SR-BI DiI-HDL act: 3; Keap1 Nrf2 FP: -4; Cardiac RTF inh: -1; DAGLB inhibitor: 3; C-LANA FP: 3.1; CAL PDZ FP-2: -1.9; PKA-R2B act: 0

What do the screens show for `Cn1c(-c2ccsc2)c(-c2cccs2)c2cc(-c3ccc4[nH]ccc4c3)ccc21`?
CAL PDZ FP-1: -2; Rtt109 HAT inh: -16; RTF Ca sens act: 12; SR-BI DiI-HDL act: -34; Keap1 Nrf2 FP: 2; Cardiac RTF inh: -9; DAGLB inhibitor: -5; C-LANA FP: 0.6; CAL PDZ FP-2: -0.3; PKA-R2B act: 1

What do the screens show for `Cc1c(CCOC(=O)C23CC4CC(CC(C)(C4)C2)C3)sc[n+]1CC(=O)c1ccccc1`?
CAL PDZ FP-1: 0; Rtt109 HAT inh: inconclusive; RTF Ca sens act: 3; SR-BI DiI-HDL act: -33; Keap1 Nrf2 FP: -5; Cardiac RTF inh: 19*; DAGLB inhibitor: 3; C-LANA FP: -0.3; CAL PDZ FP-2: -2.4; PKA-R2B act: -1

How did CC(C)c1ccc(C2NC(C(=O)O)CS2)cc1 (stereo not drawn) do in these assays?
CAL PDZ FP-1: -1; Rtt109 HAT inh: -6; RTF Ca sens act: 4; SR-BI DiI-HDL act: 12; Keap1 Nrf2 FP: -8; Cardiac RTF inh: -2; DAGLB inhibitor: 1; C-LANA FP: -0.6; CAL PDZ FP-2: -0.2; PKA-R2B act: -9

Results for CCC(CC)C(=O)NCc1ccc2c(c1)cc(C)n2C ?
CAL PDZ FP-1: -2; Rtt109 HAT inh: 1; RTF Ca sens act: -1; SR-BI DiI-HDL act: 3; Keap1 Nrf2 FP: 1; Cardiac RTF inh: -8; DAGLB inhibitor: 0; C-LANA FP: 0.9; CAL PDZ FP-2: 0.4; PKA-R2B act: -6

How did CS(=O)(=O)N1CCN(c2ccc(NC(=O)c3ccc(-c4ccc(Cl)cc4)o3)cc2)CC1 do in these assays?
Rtt109 HAT inh: 18; RTF Ca sens act: -5; SR-BI DiI-HDL act: -33; Keap1 Nrf2 FP: -1; Cardiac RTF inh: -7; DAGLB inhibitor: 1; C-LANA FP: 1.5; CAL PDZ FP-2: -1.5; PKA-R2B act: 9

How did Cc1oc(-c2cccs2)nc1CS(=O)CC(=O)NCCCOC(C)C (stereo not drawn) do in these assays?
CAL PDZ FP-1: -1; Rtt109 HAT inh: 7; RTF Ca sens act: 4; SR-BI DiI-HDL act: 6; Keap1 Nrf2 FP: -5; Cardiac RTF inh: -7; DAGLB inhibitor: 1; C-LANA FP: -0.2; CAL PDZ FP-2: -2.8; PKA-R2B act: -3

How did COc1ccc(Cl)cc1Nc1nc(-c2cccnc2)cs1 do in these assays?
CAL PDZ FP-1: 3; Rtt109 HAT inh: 0; RTF Ca sens act: -6; SR-BI DiI-HDL act: -22; Keap1 Nrf2 FP: -4; Cardiac RTF inh: 3; DAGLB inhibitor: 3; C-LANA FP: -0.2; CAL PDZ FP-2: -0.3; PKA-R2B act: 0

How did CCCC(=O)NNC(=O)c1ccoc1C do in these assays?
CAL PDZ FP-1: -2; Rtt109 HAT inh: 2; RTF Ca sens act: 1; SR-BI DiI-HDL act: 5; Keap1 Nrf2 FP: -4; Cardiac RTF inh: 5; DAGLB inhibitor: 1; C-LANA FP: 1.7; CAL PDZ FP-2: 0.3; PKA-R2B act: -1

Continued (two carried over from the part before).
How did COc1ccc(Cl)cc1Nc1nc(-c2cccnc2)cs1 do in these assays?
CAL PDZ FP-1: 3; Rtt109 HAT inh: 0; RTF Ca sens act: -6; SR-BI DiI-HDL act: -22; Keap1 Nrf2 FP: -4; Cardiac RTF inh: 3; DAGLB inhibitor: 3; C-LANA FP: -0.2; CAL PDZ FP-2: -0.3; PKA-R2B act: 0

How did CCCC(=O)NNC(=O)c1ccoc1C do in these assays?
CAL PDZ FP-1: -2; Rtt109 HAT inh: 2; RTF Ca sens act: 1; SR-BI DiI-HDL act: 5; Keap1 Nrf2 FP: -4; Cardiac RTF inh: 5; DAGLB inhibitor: 1; C-LANA FP: 1.7; CAL PDZ FP-2: 0.3; PKA-R2B act: -1

How did O=C(COC(=O)CNC(=O)c1ccco1)Nc1ccccc1OC(F)F do in these assays?
CAL PDZ FP-1: -1; Rtt109 HAT inh: 3; RTF Ca sens act: 3; SR-BI DiI-HDL act: 24; Keap1 Nrf2 FP: -3; Cardiac RTF inh: 5; DAGLB inhibitor: -4; C-LANA FP: 1.7; CAL PDZ FP-2: -1.4; PKA-R2B act: 6

What do the screens show for `CN(CCn1ccnc1)Cc1cn(Cc2ccccc2)nc1-c1ccc2c(c1)OCO2`?
CAL PDZ FP-1: -3; Rtt109 HAT inh: 33; RTF Ca sens act: -1; Keap1 Nrf2 FP: -4; Cardiac RTF inh: -16; DAGLB inhibitor: -4; C-LANA FP: -0.7; CAL PDZ FP-2: -3.4; PKA-R2B act: -9

How did Cc1cc(=O)oc2cc(OC(C)C(=O)NC3CCN(Cc4ccccc4)CC3)ccc12 (stereo not drawn) do in these assays?
CAL PDZ FP-1: 0; Rtt109 HAT inh: -5; RTF Ca sens act: 4; SR-BI DiI-HDL act: 8; Keap1 Nrf2 FP: -4; Cardiac RTF inh: 1; DAGLB inhibitor: -2; C-LANA FP: 0.3; CAL PDZ FP-2: -2.0; PKA-R2B act: 6

How did CC[C@@H]1[C@H]2CCCC(=O)N3CC[C@@H](C[C@@H]1OC(=O)NCc1ccccc1)[C@@H]23 do in these assays?
CAL PDZ FP-1: -5; Rtt109 HAT inh: 2; RTF Ca sens act: 6; SR-BI DiI-HDL act: -21; Keap1 Nrf2 FP: 1; Cardiac RTF inh: -4; DAGLB inhibitor: 0; C-LANA FP: 3.2; CAL PDZ FP-2: -1.2; PKA-R2B act: 3

Results for Cc1ccc(C2(C)NC(=O)N(CC(=O)N3CC(=O)Nc4ccccc43)C2=O)cc1 (stereo not drawn) ?
CAL PDZ FP-1: -3; Rtt109 HAT inh: 7; RTF Ca sens act: -6; SR-BI DiI-HDL act: -5; Keap1 Nrf2 FP: -5; Cardiac RTF inh: -4; DAGLB inhibitor: 0; C-LANA FP: -0.8; CAL PDZ FP-2: -0.5; PKA-R2B act: 8

Results for Cc1ccc(NC(=O)CSCC(=O)N2c3ccccc3CCc3ccccc32)cc1 ?
CAL PDZ FP-1: -3; Rtt109 HAT inh: 23; RTF Ca sens act: -10; SR-BI DiI-HDL act: -24; Keap1 Nrf2 FP: -5; Cardiac RTF inh: -9; DAGLB inhibitor: -11; C-LANA FP: 0.2; CAL PDZ FP-2: -3.4; PKA-R2B act: -10

What do the screens show for `CCC(Cc1ccccc1)OC(=O)c1ccccc1C(=O)O` (stereo not drawn)?
Rtt109 HAT inh: -8; RTF Ca sens act: 5; SR-BI DiI-HDL act: 6; Keap1 Nrf2 FP: -3; Cardiac RTF inh: 0; DAGLB inhibitor: 1; C-LANA FP: -0.7; CAL PDZ FP-2: -0.3; PKA-R2B act: -7

Results for COCCNC(=O)Cn1ccc2cc(S(=O)(=O)N3CCCCCC3)ccc21 ?
CAL PDZ FP-1: -3; Rtt109 HAT inh: 14; RTF Ca sens act: -3; SR-BI DiI-HDL act: 25; Keap1 Nrf2 FP: -5; Cardiac RTF inh: -20; DAGLB inhibitor: 0; C-LANA FP: 0.0; CAL PDZ FP-2: -1.5; PKA-R2B act: -1

Source: PubChem
